STAT3 activator = STAT3 signaling activation; U3A cells, IL-6 STAT3-luciferase reporter, luminescence; 100% = signal with IL-6 EC80 alone; activation (% of control), % at 5.6 µM; 0.91% of 190,000 active; AID 871;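 active = activation above the screen-wide mean of compound activation plus 3 SD, cut at about 130% in these data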;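 also: 0% = background luminescence of wells with medium and substrate only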
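Detection: reporter luminescence signal / Assay system: STAT1-lacking human U3A cells, STAT3 luciferase reporter / Incubation: compound pre-incubation 1 h before IL-6, then 6 h stimulation at 37 °C / Control set: IL-6-only high control / Read-out: % activation relative to IL-6 control / Probe or stimulus: Interleukin-6, 33 ng/mL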
STAT1 blocker = inhibitors of IFN-gamma induced STAT1 signaling | NIH 3T3 STAT1-luciferase reporter, luminescence | inhibition, % at 5.5 µM | 0.35% of 200,000 active | AID 920;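 active = inhibition above a set limit, the mean inhibition across all tested compounds plus 3 SD, cut at about 34% in these data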;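 also: 0% = IFN-gamma with DMSO and 100% = IFN-gamma with 300 µM nifuroxazide; values of inactives mirror those of a sister screen read the other way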
PPARg SRC-1 ag = agonists of human PPARgamma SRC-1 coactivator recruitment | PPARgamma-SRC-1 coactivator recruitment biochemical assay | activation, % at 8 µM | 0.41% of 200,000 active | AID 631; in the data active = activation above about 19%;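 also: 0% = DMSO and 100% = reference agonist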
Target sequence (P37231 whole entry, looked up): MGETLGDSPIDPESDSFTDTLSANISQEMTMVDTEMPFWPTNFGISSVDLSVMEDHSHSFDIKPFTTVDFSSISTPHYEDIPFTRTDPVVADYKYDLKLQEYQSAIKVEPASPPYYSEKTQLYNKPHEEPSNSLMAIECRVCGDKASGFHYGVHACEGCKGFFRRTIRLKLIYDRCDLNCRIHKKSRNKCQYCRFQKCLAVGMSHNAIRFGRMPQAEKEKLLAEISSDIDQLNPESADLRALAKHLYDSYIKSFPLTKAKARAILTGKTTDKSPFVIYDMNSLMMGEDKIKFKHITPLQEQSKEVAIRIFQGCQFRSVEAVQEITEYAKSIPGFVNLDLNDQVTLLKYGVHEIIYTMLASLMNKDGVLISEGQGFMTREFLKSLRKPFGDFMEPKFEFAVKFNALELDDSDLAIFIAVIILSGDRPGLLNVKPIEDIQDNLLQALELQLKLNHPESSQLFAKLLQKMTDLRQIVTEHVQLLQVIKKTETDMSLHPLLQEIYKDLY
PPARg SRC3 recr = PPARgamma-driven SRC-3 recruitment agonism | P37231 | biochemical PPARgamma/SRC-3 coactivator recruitment assay | activation, % at 8 µM | 0.26% of 200,000 active | AID 731; in the data active = activation above about 23%;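 also: 0% = DMSO and 100% = reference agonist; some compounds past the cut are filed as inactive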
PPARg SRC2 recr = agonists of SRC-2 recruitment by human PPARgamma; P37231; PPARgamma LBD-SRC-2 recruitment, biochemical; activation, % at 8 µM; 0.34% of 200,000 active; in the data active = activation above about 22%;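 also: 0% = vehicle and 100% = reference agonist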
SRC2 TRFRET art = TR-FRET artefact, counter-screen to PPARgamma/SRC-2 agonist assay. hits give high values. TR-FRET ratio at 8 µM. 0.4% of 200,000 active; in the data active = TR-FRET ratio above about 2000; also: inactives centre near 1500
bIAP activator = intestinal alkaline phosphatase (bovine) activation; purified bovine IAP, CDP-star luminescence, 30 min; hits give high values; fold of DMSO-control signal, blank-subtracted; activation factor at 20 µM; 0.17% of 200,000 active; AID 1016;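 active = activation factor of 2 or more at 20 µM, a signal rise over negative controls twice the positive control's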
bIAP inhibitor = intestinal alkaline phosphatase (bovine) inhibition; purified bovine IAP, CDP-star luminescence, 30 min; inhibition, % at 20 µM; 190,000 tested, under 10 active; AID 1019;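 active = over 50% inhibition of intestinal alkaline phosphatase at 20 µM in the single-dose screen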
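Incubation: 30 min reaction at room temperature / Material: purified bovine intestinal alkaline phosphatase (IAP) enzyme / Input: enzyme at 1/65,000,000 dilution / Dosing: 20 µM single dose / Signal: CDP-star luminescence signal / Reagent: CDP-star chemiluminescent phosphatase substrate, 30 µM final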
ROMK mod = modulators of human ROMK potassium channel. Tet-inducible ROMK, thallium flux fluorescence; actives lie on both sides. B-score at 10 µM. 2% of 130,000 active. AID 1918;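 active = signal ratio slope over the read window, or its plate-corrected B-score, at least 3 SD from the plate mean, either direction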;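 also: B-score of the F/F0 ratio slope over 7 to 12 s after thallium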
Target sequence (P48048 whole entry, looked up): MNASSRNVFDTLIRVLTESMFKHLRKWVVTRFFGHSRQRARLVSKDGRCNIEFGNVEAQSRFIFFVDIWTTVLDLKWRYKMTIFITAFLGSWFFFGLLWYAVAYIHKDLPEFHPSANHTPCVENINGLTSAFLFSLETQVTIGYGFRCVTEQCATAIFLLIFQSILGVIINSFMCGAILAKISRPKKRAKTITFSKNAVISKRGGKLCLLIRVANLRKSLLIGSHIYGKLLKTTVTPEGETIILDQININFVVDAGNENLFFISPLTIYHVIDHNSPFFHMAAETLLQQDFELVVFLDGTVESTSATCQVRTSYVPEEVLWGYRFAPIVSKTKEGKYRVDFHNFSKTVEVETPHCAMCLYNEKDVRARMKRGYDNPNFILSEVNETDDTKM
STAT3 inh = inhibitors of IL-6 induced STAT3 signaling | U3A cells, IL-6 STAT3-luciferase reporter, luminescence; host cell line lacks STAT1 | inhibition, % at 5.5 µM | 0.89% of 190,000 active;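 active = inhibition above the mean inhibition across all screened compounds plus 3 SD, cut at about 44% in these data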;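 also: 0% = DMSO only wells and 100% = 100 µM nifuroxazide control wells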
TNAP act hi DEA = activators of human TNAP at high phosphate acceptor concentration. P05186. purified TNAP, CDP-star luminescence, 1 M DEA, 30 min; hits give high values; 0 = EDTA background, 1 = DMSO-only activity. activation factor at 20 µM. 200,000 tested, under 10 active;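 active = activation factor at least 2 at 20 µM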
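Assay system: human TNAP; Input: enzyme diluted 1/800 final; Reagent: CDP-star luminogenic substrate at 100 µM final; Timing: 30 min, room temperature; Signal: luminescence; Evaluation: TNAP activation factor scaled between EDTA and DMSO control wells.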
Numbers without * were called inactive; · = not tested or not shown.

SMILES	STAT3 activator	STAT1 blocker	PPARg SRC-1 ag	PPARg SRC3 recr	PPARg SRC2 recr	SRC2 TRFRET art	bIAP activator	bIAP inhibitor	ROMK mod	STAT3 inh	TNAP act hi DEA
Cc1ccc(CSc2nnc(CS(=O)Cc3ccc(Cl)cc3Cl)n2C)cc1 (stereo unspecified)	94	5	-1	16	-6	1785	0.9	5	·	13	1
OCCNCCCOc1ccc(Cl)cc1Br	98	1	-6	13	0	1679	1	-1	·	14	1.1
CC(C)CCNC(=O)NC(=O)COc1c(F)c(F)cc(F)c1F	92	0	0	11	6	1636	1	2	·	13	1
COc1ccc(OC)c(C2CC(=O)Nc3c2c(=O)[nH]c2ncnn32)c1 (stereo unspecified)	98	6	1	4	8	1646	1.2	-16	·	9	1
O=C1OC(c2ccc(O)cc2)(c2ccc(O)cc2)c2ccccc21	105	10	6	-1	10	1524	0.8	23	·	-3	0.8
O=C1C2C(C(=O)N1c1ccccc1)N1CCCN1C2c1ccccc1 (stereo unspecified)	107	15	-5	-2	-6	1445	0.9	8	-0.61	-9	1.1
COc1ccc(C2C(C(C)=O)=C(O)C(=O)N2CCc2ccccc2)c(OC)c1 (stereo unspecified)	122	-4	3	-2	6	1332	1	-2	0.0021	-25	1
CC(CCc1ccccc1)NC(=O)CN1CCc2ccccc2C1 (stereo unspecified)	99	4	13	10	16	1782	1.1	-7	-1.8	3	1
COc1ccc(/C=C(\NC(=O)c2cccs2)C(=O)Nc2cccc3ccccc23)cc1OC	95	2	2	1	8	1668	1	0	0.021	8	1
Cc1cc(NS(=O)(=O)c2ccc(NC(=O)CCCOc3ccc(Cl)cc3)cc2)no1	102	-6	1	-2	-2	1554	1	2	·	2	1
Fc1cccc2sc(Nc3nc4cc5c(cc4s3)OCO5)nc12	115	-84	2	0	-3	1443	1.3	-26	0.063	-18	1.1
CCOC(=O)c1sc(=S)sc1SCc1cccc(C(F)(F)F)c1	100	-7	-2	4	1	1655	0.7	25	0.78	6	1
O=C(O)CC/C(=C\c1ccc(N2CCOCC2)c([N+](=O)[O-])c1)c1nc2ccccc2s1	94	9	3	2	11	1626	0.9	8	0.062	7	1
CC(C)c1cc(C(=O)N2CCCC(C(=O)c3ccc4ccccc4c3)C2)on1 (stereo unspecified)	102	-8	-7	-2	-4	1538	0.8	18	1.3	10	1
Cn1c(-c2ccc(F)cc2)cnc1NCc1ccc(F)cc1	91	1	-1	2	0	1660	0.8	20	·	14	1
COc1ccccc1Cc1noc(C(C)(C)NC(=O)c2ccccc2)n1	98	9	3	-5	12	1904	0.9	8	·	8	1.1
COc1cc(CCC(=O)Nc2nnc(-c3cccnc3)s2)cc(OC)c1OC	93	-5	-4	-2	-8	1525	1	-4	·	10	1
CCC(C)(C)NC(=O)C1CCN(c2nc(OC)nc(OC)n2)CC1	101	3	-4	-5	5	1391	1	4	0.53	8	1
CC1(C)CC(=O)C2=C(C1)c1c(ccc3ncccc13)NC2c1cccs1 (stereo unspecified)	102	0	5	1	5	1506	1	4	-0.12	-1	1
COc1ccccc1N(C)S(=O)(=O)c1ccc(Cl)c(C(=O)NC2=NCCS2)c1	100	1	0	-2	1	1478	1	2	0.15	1	1
O=C(c1ccc(Cl)c(S(=O)(=O)N2CCOCC2)c1)N1CCN(Cc2ccccc2)CC1	101	2	-2	-7	4	1843	1.1	-10	-0.76	0	1
COc1ccc(NC(=O)c2[nH]c(C)c(C(C)=O)c2C)cc1S(=O)(=O)N1CCOCC1	89	2	1	1	1	1429	0.9	5	0.28	16	1
Cc1ccccc1NC(=O)CSc1nc2ccccc2o1	94	-1	-1	3	-1	1518	0.9	7	·	9	1
Cc1nc2ccccc2cc1C(=O)N/N=C/c1cccs1	95	6	2	0	-3	1719	1	2	·	8	1
CC(NC(=O)CSc1ccccc1C(=O)O)C1CC2CCC1C2 (stereo unspecified)	93	4	2	-2	11	1413	1	2	-0.25	9	1
CC(=NCC1CCNCC1)C1=C(O)CC(C)(C)CC1=O	98	11	2	12	10	1616	1	4	·	8	1
O=C(CSc1nnc(-c2ccc(F)cc2)c2ccccc12)Nc1ccccc1Cl	94	4	2	-1	8	1884	0.7	25	·	12	1
O=C(Cn1nc(Cc2ccncc2)c2ccccc2c1=O)N1CCc2ccccc2C1	101	4	-2	2	11	1566	1.1	-9	·	4	1
CC(C)NC(=O)CSc1nnc(COc2ccccc2Cl)o1	98	-2	1	-9	0	1466	1	-3	0.65	9	1
O=C(Cn1ncc2ccccc21)N1CCN(c2cccc(C(F)(F)F)c2)CC1	98	-10	4	4	8	1483	0.5	49	·	6	1
O=C(N/N=C\c1ccccn1)C1c2ccccc2Oc2ccccc21	97	2	-2	-2	-8	1711	1.1	-6	0.092	5	1
O=C(CC(c1ccccc1)(c1ccccc1)c1ccccc1)N[C@@H](Cc1ccccc1)C(=O)O	·	0	10	-4	-4	1542	1	4	·	·	1.1
Cc1cc(C)cc(N(C(C)C(=O)N2CCOCC2)S(C)(=O)=O)c1 (stereo unspecified)	102	-12	-2	-2	-8	1661	0.9	10	0	-1	1.1
O=C(COC(=O)c1ccc(S(=O)(=O)NCc2ccco2)cc1)Nc1ccc(Cl)cn1	106	-6	6	1	-3	1450	1.1	-7	-1.1	1	1
CCOC(=O)Cc1csc(NC(=O)c2cnc3scc(C)n3c2=O)n1	110	1	11	0	1	1383	·	·	·	-5	·
COc1ccc2cc(C(c3nnnn3C(C)(C)C)N3CCc4ccccc4C3)c(=O)[nH]c2c1 (stereo unspecified)	105	-1	10	5	1	1622	1	-1	·	-1	1.1

Five compounds already listed, ordered by the number in bIAP activator, rising.
mol	bIAP activator
O=C(Cn1ncc2ccccc21)N1CCN(c2cccc(C(F)(F)F)c2)CC1	0.5
O=C(CSc1nnc(-c2ccc(F)cc2)c2ccccc12)Nc1ccccc1Cl	0.7
Cc1cc(C)cc(N(C(C)C(=O)N2CCOCC2)S(C)(=O)=O)c1 (stereo unspecified)	0.9
CC(=NCC1CCNCC1)C1=C(O)CC(C)(C)CC1=O	1
O=C(Cn1nc(Cc2ccncc2)c2ccccc2c1=O)N1CCc2ccccc2C1	1.1

Next compounds:
SMILES	STAT3 activator	STAT1 blocker	PPARg SRC-1 ag	PPARg SRC3 recr	PPARg SRC2 recr	SRC2 TRFRET art	bIAP activator	bIAP inhibitor	ROMK mod	STAT3 inh	TNAP act hi DEA
CCCCn1c(SCC(=O)N2c3ccccc3Sc3ccccc32)nc2c1c(=O)n(C)c(=O)n2C	110	5	4	-14	2	1525	1.2	-17	·	-10	1
C=CCn1c(C)cc(C(=O)CSc2nnc(-c3cccc(S(=O)(=O)N(CC)CC)c3)o2)c1C	97	-4	-2	-11	-9	1432	1.1	-7	-1.3	7	1
O=C1C2C(C(=O)N1CCc1ccccc1)C1C=CC2C12CC2 (stereo unspecified)	89	4	-2	-1	9	1357	0.8	18	-0.41	17	1
C(=N\Nc1nc(-c2ccccc2)cs1)/c1ccncc1	97	-56	6	4	1	1642	0.9	7	·	6	1.1
Cc1[nH]c(=O)[nH]c(=O)c1S(=O)(=O)N1CCCC(C(=O)NCCc2ccccc2)C1 (stereo unspecified)	95	3	5	-7	-7	1447	1	4	0.32	8	1
C[C@@H](C(=O)Nc1ccc2ccccc2c1)[C@H]1C[C@]1(C)[C@H](NS(=O)(=O)c1ccccc1)c1ccccc1	101	-1	2	4	1	1557	1	2	-0.63	-4	1.1
Cc1ccc(NC(=O)COC(=O)CCC(=O)c2cccs2)cc1S(=O)(=O)N1CCOCC1	104	-5	2	9	1	1493	1	1	-0.63	-8	1
CCOC(=O)c1c(C)n(C)c2ccc(OC)c(NC(=O)CN3CCN(C4CCCCC4)CC3)c12	103	5	10	4	5	1440	1	0	·	-2	1.1
COc1ccc(-c2[nH]c(-c3cccc(OC)c3)nc2SCC(=O)NCc2ccco2)cc1	96	4	4	8	11	1659	1.1	-14	·	10	1
Cc1ccc(C(=O)N/C(=C/c2ccco2)C(=O)NCC2CCCO2)cc1 (stereo unspecified)	101	2	2	2	6	1670	0.7	28	·	-3	1
COc1cc(C2CC(=O)c3c(ccc4ccccc34)N2)ccc1O (stereo unspecified)	105	8	7	-3	8	1780	0.9	9	·	-11	1
Cc1ccc(S(=O)(=O)N(C)C)cc1NC(=O)Cn1c(CN2CCOCC2)nc2ccccc2c1=O	98	0	6	2	2	1765	1.2	-18	0.77	4	1

Laid out differently: results already given.
O=C1C2C(C(=O)N1CCc1ccccc1)C1C=CC2C12CC2 (stereo unspecified)
  STAT3 activator = 89
  STAT1 blocker = 4
  PPARg SRC-1 ag = -2
  PPARg SRC3 recr = -1
  PPARg SRC2 recr = 9
  SRC2 TRFRET art = 1357
  bIAP activator = 0.8
  bIAP inhibitor = 18
  ROMK mod = -0.41
  STAT3 inh = 17
  TNAP act hi DEA = 1

CCOC(=O)c1c(C)n(C)c2ccc(OC)c(NC(=O)CN3CCN(C4CCCCC4)CC3)c12
  STAT3 activator = 103
  STAT1 blocker = 5
  PPARg SRC-1 ag = 10
  PPARg SRC3 recr = 4
  PPARg SRC2 recr = 5
  SRC2 TRFRET art = 1440
  bIAP activator = 1
  bIAP inhibitor = 0
  ROMK mod = ·
  STAT3 inh = -2
  TNAP act hi DEA = 1.1

Cc1ccc(S(=O)(=O)N(C)C)cc1NC(=O)Cn1c(CN2CCOCC2)nc2ccccc2c1=O
  STAT3 activator = 98
  STAT1 blocker = 0
  PPARg SRC-1 ag = 6
  PPARg SRC3 recr = 2
  PPARg SRC2 recr = 2
  SRC2 TRFRET art = 1765
  bIAP activator = 1.2
  bIAP inhibitor = -18
  ROMK mod = 0.77
  STAT3 inh = 4
  TNAP act hi DEA = 1

COc1ccc(-c2[nH]c(-c3cccc(OC)c3)nc2SCC(=O)NCc2ccco2)cc1
  STAT3 activator = 96
  STAT1 blocker = 4
  PPARg SRC-1 ag = 4
  PPARg SRC3 recr = 8
  PPARg SRC2 recr = 11
  SRC2 TRFRET art = 1659
  bIAP activator = 1.1
  bIAP inhibitor = -14
  ROMK mod = ·
  STAT3 inh = 10
  TNAP act hi DEA = 1

Continued.
SMILES	STAT3 activator	STAT1 blocker	PPARg SRC-1 ag	PPARg SRC3 recr	PPARg SRC2 recr	SRC2 TRFRET art	bIAP activator	bIAP inhibitor	ROMK mod	STAT3 inh	TNAP act hi DEA
Cc1nc2ccccc2n1CCc1nc2c3ccccc3nc(SCC#N)n2n1	88	2	11	2	7	1788	0.9	7	·	18	1
CC(=O)c1ccc(OCCCC(=O)OCC(=O)N2CCN(c3ccccc3)CC2)cc1	104	-3	7	-1	9	1714	0.9	10	·	5	1.1
O=C(NCc1ccccn1)c1cc(-c2ccc(Cl)cc2)nc2ccccc12	108	-1	4	-2	10	1613	0.9	6	-0.41	-8	1
O=c1cc(N2CCc3ccccc3C2)[nH]c(=O)n1Cc1ccc(F)cc1	102	6	4	10	6	1448	0.9	6	·	2	1
CC1(C(=O)CSc2nc3ccccc3s2)CCC(=O)O1 (stereo unspecified)	111	-1	-3	4	4	1416	1.1	-5	-0.66	-9	1
